High-throughput results as filed in PubChem.
mHTT CaM bind: mutant huntingtin-calmodulin interaction inhibitors – biochemical, AlphaScreen, primary screen; P42858; AlphaScreen His-mHTT/GST-CaM binding, luminescence; inhibition, % at 15 µM; actives 3.6% (n = 190,000); AID 1671202, 2021;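 note: 0% = both proteins with DMSO and 100% = one protein alone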
Pf apPOL inh: Pf-apPOL inhibitors, biochemical, fluorescence | inhibition, % at 10 µM | actives 0.25% (n = 210,000) | Recombinant Pf-apPOL, molecular beacon fluorescence, 1.5 h | AID 1794808, 2022 | Plasmodium falciparum apicoplast DNA polymerase (apPOL)
* marks the source's active call; other numbers are inactive results; x = no result given; & = joins results of further samples. Cut-off read from the data, not from the text of the source: active = inhibition above about 50%; inactive = the rest.

Each structure is followed by: mHTT CaM bind, Pf apPOL inh
> Cc1ccc(S(=O)(=O)N2CCc3nc[nH]c3C2)cc1Cl
→ 1, 0
> Cc1ccc2c(c1)N(Cc1nc(-c3ccc(Cl)cc3)no1)C(=O)CO2
→ -57, -5
> Cc1cc([N+](=O)[O-])nn1CC(=O)Nc1cc(C(F)(F)F)ccc1Cl
→ 2, 4
> CC(CN1CCC(C(=O)N2CCN(Cc3ccccc3)CC2)CC1)c1ccccc1 (configuration not stated)
→ 26, 6
> CC(C)(Oc1ccc(Cl)cc1)C(=O)Nc1nnc(-c2ccncc2)s1
→ 1, 6
> Cc1ccc2c(c1)NC1(CCN(C(=O)c3ccccc3)CC1)c1cccn1-2
→ 84*, 0
> Cc1ccc(N2CC(C(=O)O)CC2=O)cc1 (configuration not stated)
→ -5, 3
> CC1CC(C)CN(S(=O)(=O)c2ccc(F)c(C(=O)NCc3ccc4c(c3)OCO4)c2)C1 (configuration not stated)
→ 2, -4
> CC(=O)NCc1csc(C2CCN(C(=O)c3ccc(C(F)(F)F)cc3)CC2)n1
→ -2, 1
> CC1=NN(c2nc(-c3ccccc3)cs2)C(=O)/C1=C/c1ccc(C)s1
→ 3, -9
> O=C1OC(c2ccc3c(c2)OCO3)=N/C1=C\c1ccccc1Cl
→ 4, -3
> C=C(C)COc1ccc2c(=O)c(Oc3ccc(C(=O)OCCC)cc3)coc2c1
→ -2, -8
> CC(C)Cc1ccc(S(=O)(=O)N2CCC(c3ccncc3)CC2)cc1
→ 6, -1
> Cc1cc(C(C)(C)C)cc(C)c1CSc1nnc(N)s1
→ 0, -18
> Cc1cc(C)nc(NS(=O)(=O)c2ccc(NC(=O)c3ccc(Br)cc3)cc2)n1
→ 7, 4
> CSC1=C(C#N)C(=O)NC(C)(C)S1
→ x, 4
> O=C(Cc1noc2ccccc12)NCCOc1ccc2nnc(-c3ccc(F)cc3)n2n1
→ -3, 2
> O=[N+]([O-])c1ccccc1S(=O)(=O)Nc1cccc(C(F)(F)F)c1
→ 6, 1
> Cc1cc([N+](=O)[O-])ccc1NC(=O)C(=O)N1CCN(c2ccccc2)CC1
→ -5, -6
> Cn1c(=O)c2c(nc(NCC3CCCO3)n2Cc2c(F)cccc2Cl)n(C)c1=O (configuration not stated)
→ 3, 5
> Cn1c(C2CCN(C(=O)c3ccccc3Cl)C2)nc2ccncc21 (configuration not stated)
→ 1, -7
> CC(O)CSc1nc2c(c(=O)[nH]c(=O)n2C)n1Cc1ccc(Cl)cc1 (configuration not stated)
→ 5, 6
> CC(C)N1Cc2cc(C(=O)N3CCN(C(=O)c4ccco4)CC3)sc2C1
→ -2, -2
> CCNS(=O)(=O)c1cccc2c1C(=O)c1ccccc1C2=O
→ 12, 4
> CCOC(=O)ON1C(=O)c2ccccc2N2COc3ccccc3C12 (configuration not stated)
→ 100*, x
> CCn1cc2c3c(cccc31)CN(C(=O)c1ccccc1F)CC2
→ 56*, -3
> CC(=O)Nc1nnc(/C=C/c2cccc([N+](=O)[O-])c2)s1
→ 0, -8
> CCOc1ccc(S(=O)(=O)N2CCN(c3ccccc3OCC)CC2)cc1
→ 1, -6
> COc1ccc2c(c1)OC(=Cc1cc(Cl)cc3c1OCOC3)C2=O
→ 7, 5
> COCC(=O)Nc1c(-c2ccc(C)cc2)nc2ccccn12
→ 4, 1
> Cc1ccc(C2NC(=O)c3c(sc4c3CCCC4)N2)cc1 (configuration not stated)
→ 5, 5
> CCOC(=O)CN1CC23C=CC(O2)C(C(=O)Nc2ccc(OC)cc2OC)C3C1=O (configuration not stated)
→ -6, -1
> O=C(CN1C(=O)c2cccc3cccc(c23)C1=O)N1CCN(c2ccccn2)CC1
→ -13, 0
> Clc1ccc(C2Oc3ccccc3C3=C2C(c2ccc(Cl)cc2)n2ncnc2N3)cc1 (configuration not stated)
→ -7, x
> COc1ccc(CNC(=O)C2(C)Oc3cccnc3NC2=O)cc1OC (configuration not stated)
→ -6, 0
> CN1Cc2c(N3CCOCC3)nc(SCc3ccccc3)c(C#N)c2CC1(C)C
→ 19, -1
> N#CC1=C(N)OC2=C(C(=O)CCC2)C1c1ccc(-c2ccc(Cl)cc2Cl)o1 (configuration not stated)
→ 17, 0
> COc1cccc(-c2cn3ccn(-c4cc(C)cc(C)c4)c(=O)c3n2)c1
→ -1, -1
> COc1ccc(C(=O)C=COC(=O)c2ccc(Cl)cc2)cc1
→ x, -22
> CC(C)CC(=O)N1CCCC(C(=O)N2CCOCC2)C1 (configuration not stated)
→ -6, -6
> COc1ccc(NC(=O)N2CC=C(c3cn(C(C)C)c4ncccc34)CC2)cc1OC
→ 10, -2
> Cn1cc(C(=O)NCc2ccc(F)cc2)c2c3ccccc3n(C)c2c1=O
→ 4, -13
> Cc1sc(-n2cccc2)c(CO)c1C
→ 6, x
> O=C(c1ccc([N+](=O)[O-])cc1)N1CCN(C2CCCC2)CC1
→ 1, -7
> COc1ccccc1CC(=O)N1CCc2[nH]ncc2C1
→ 1, -8
> Cc1cccnc1NC(=O)c1c(O)c2cccc3c2n(c1=O)CC3
→ 80*, -5
> Cn1c(C2CCN(S(=O)(=O)c3cccs3)C2)nc2ccncc21 (configuration not stated)
→ 6, -4
> COc1ccc(-c2coc3cc(OC(C)=O)cc(OC(C)=O)c3c2=O)cc1
→ -2, -3
> COc1nccnc1NC1CCN(C(=O)Cc2ccccc2F)CC1
→ 6, -4
> CC(C)c1ccc(C(=O)N2CCCC(COc3cccc(C(=O)NC4CC4)c3)C2)cc1 (configuration not stated)
→ 27, -1
> COc1cccc(C(=O)N2CCC(c3nc4ccncc4n3C)C2)c1 (configuration not stated)
→ 0, 4
> COc1cc(CN2CC(C)OC(C)C2)cc([N+](=O)[O-])c1O (configuration not stated)
→ 1, -3
> CC12CC3CC(C)(C1)CC(C(=O)NCc1ccccn1)(C3)C2
→ 3, -7
> CN(CCNC(=O)C1CCCN(c2cn[nH]c(=O)c2)C1)C1CCCCC1 (configuration not stated)
→ 0, 0
> CCN=C1SC(CC(=O)Nc2ccccc2Cl)C(=O)N1CC (configuration not stated)
→ 1, 3
> COc1ccc(-c2cn3c(C)c(C(=O)NCC(C)C)sc3n2)cc1
→ -4, -11
> O=C(O)c1cccc([N+](=O)[O-])c1C(=O)Nc1ccc(Cl)c(Cl)c1
→ x, 4
> O=C(CSc1n[nH]c(=O)n1Cc1ccco1)c1ccc2c(c1)OCCCO2
→ x, 4
> Cc1ccccc1N1CCN(C/C=C/c2ccccc2[N+](=O)[O-])CC1
→ 36, -8
> O=C1CC(N2CCN(C(c3ccccc3)c3ccccc3)CC2)C(=O)N1 (configuration not stated)
→ 4, -15

Another view of some results above.
> Cn1c(C2CCN(C(=O)c3ccccc3Cl)C2)nc2ccncc21 (configuration not stated)
  mHTT CaM bind = 1; Pf apPOL inh = -7

> O=C1OC(c2ccc3c(c2)OCO3)=N/C1=C\c1ccccc1Cl
  mHTT CaM bind = 4; Pf apPOL inh = -3

> CC(O)CSc1nc2c(c(=O)[nH]c(=O)n2C)n1Cc1ccc(Cl)cc1 (configuration not stated)
  mHTT CaM bind = 5; Pf apPOL inh = 6

> COc1cccc(C(=O)N2CCC(c3nc4ccncc4n3C)C2)c1 (configuration not stated)
  mHTT CaM bind = 0; Pf apPOL inh = 4

Going on with the list:
Each structure is followed by: mHTT CaM bind, Pf apPOL inh
> CC(=O)N(C)CC(=O)N1N=C(c2cccn2C)CC1c1ccc(Cl)cc1 (configuration not stated)
→ 65*, 0
> COc1cc(OC)c2c(-c3cccc(-c4cccc(N)c4)c3)cc(=O)oc2c1
→ 39, 0
> Cc1ccc(NC(=O)c2cccc(F)c2)cc1C
→ -15, -12
> CC(C)c1ccc(C(=O)NC2CCCC2)cc1
→ -6, 1
> Cc1ccccc1-c1ncccc1C(=O)N1CCC(C(=O)N2CCCCCC2)CC1
→ -1, -3
> O=C(CCC(=O)c1ccccc1)Nc1ccc(Cl)cc1Cl
→ -8, -4
> CC(C)c1n[nH]c(C2CCCN2Cc2ccccc2)n1 (configuration not stated)
→ -6, 1
> O=C(Nc1c2c(nn1-c1cccc(Cl)c1)CS(=O)(=O)C2)c1ccc(Br)o1
→ 14, -4
> Cc1ccc(NC(=O)NC2CCN(c3ccc(F)cc3)C2=O)cc1F (configuration not stated)
→ -5, -2
> COc1cccc2c1OC1(C)NC(=O)NC2C1C(=O)Nc1ccc(C)cc1C (configuration not stated)
→ 1, -4
> COc1ccc([C@@H]2C[C@@H](c3ccccc3)Oc3c(C)ccc(C)c32)cc1
→ -7, -4
> CCNS(=O)(=O)c1ccc2c(c1)C(=NO)c1cc(S(=O)(=O)NCC)ccc1-2
→ 28, 1
> O=C(Nc1nccs1)c1cc2cc([N+](=O)[O-])ccc2oc1=Nc1ccc(Br)cc1
→ 7, -4
> O=C(NCCc1ccncc1)c1ccc(N2CCNC(c3ccccc3)C2)nc1 (configuration not stated)
→ 18, 2
> O=S(=O)(c1cccc(F)c1)N1CCC(c2noc(-c3ccccc3)n2)CC1
→ -2, 2
> Cc1ccc2[nH]c3c(c2c1)CCC3C(N)=O (configuration not stated)
→ 12, -5
> Cc1cccc(C2CC(C(=O)N3CCSCC3)CN(Cc3ccccc3)C2)c1 (configuration not stated)
→ 77*, 3
> Cc1ccc2c(c1)NC(=O)C(C(=O)NCc1ccccc1)O2 (configuration not stated)
→ -14, 2
> Cc1cc(C)c2c(c1)C1C=CCC1C(c1ccc(C(=O)O)cc1)N2 (configuration not stated)
→ 74*, -1
> Fc1ccc(OCc2noc(-c3cccc(F)c3)n2)cc1
→ -26, -2
> Cc1ccc2c(c1)N(C(=O)Nc1ccccc1C)CC(C)O2 (configuration not stated)
→ 3, -5
> COc1cccc(C2C(C#N)=C(N)Oc3n[nH]c(C(C)(C)C)c32)c1 (configuration not stated)
→ 6&2, 4&-3
> Cc1cc(Cl)ccc1NC(=O)CN1CCN(Cc2ccc3c(c2)OCO3)CC1
→ 54*, -7
> Cc1cc(C)cc(N2CCC(NC(=O)c3ccc4c(c3)OCO4)C2=O)c1 (configuration not stated)
→ 11, -5
> COc1ccc(C(=O)N2CCN(C(=O)c3cccc(Cl)c3)CC2)cc1OC
→ -4, -2
> Cn1c(N2CCOCC2)nc2c1c(=O)n(Cc1c(F)cccc1Cl)c(=O)n2C
→ 1, -4
> Cc1noc(C2(NC(=O)c3ccc(C(C)(C)C)cc3)CCCCC2)n1
→ -2, -8
> O=C(Nc1ccc(-c2cn3ccsc3n2)cc1)c1cnn(-c2ccccc2)n1
→ 6, -4
> Cc1cccc(NC(=O)Cc2nnc(-c3ccc4ncccc4c3)o2)c1
→ 8, 1
> O=[N+]([O-])c1ccc(-c2nc(C=Nc3cc(Cl)c(Cl)cc3Br)c(O)o2)cc1
→ -2, -1
> O=C(NCc1cccnc1)c1c(O)c2cccc3c2n(c1=O)CC3
→ 10, 0
> CCOCN(C(=O)Cn1cnc2ccccc21)c1c(C)cccc1CC
→ 40, -3
> COc1ccc(F)cc1S(=O)(=O)Nc1ccc2c(c1)C(=O)N1CCCCC1CCO2 (configuration not stated)
→ -10, -2
> COc1cc(OC)c(OC)cc1CN1CCC(N2CCN(c3ccccc3OC)CC2)CC1
→ 7, 3
> Cc1ccc(C(=O)N2CCCC3(C2)NC(=O)N(Cc2ccccc2)C3=O)cc1 (configuration not stated)
→ 1, 0
> CC(C)(CO)NC(=O)Cc1ccc(NC(=O)NCc2cccs2)cc1
→ -5, -9
> CC(=O)Nc1ccc(-c2noc(C3CCN(C(=O)COc4ccccc4)CC3)n2)cc1
→ 1, 9
> CCCCNc1ncnc2c1c(-c1ccccc1)cn2-c1ccc(OCC)cc1
→ 36, -9
> Cc1ccc(-c2cn(CC(=O)NCc3ccc(C)o3)c(=O)o2)cc1
→ 1, 8
> N#Cc1c(NC(=O)c2cc3ccccc3c(=O)o2)sc2c1CCCCCC2
→ -4, -13

Quoted at random: four records from the list.
Each structure is followed by: mHTT CaM bind, Pf apPOL inh
> CC(C)(CO)NC(=O)Cc1ccc(NC(=O)NCc2cccs2)cc1
→ -5, -9
> Cc1cc(C)cc(N2CCC(NC(=O)c3ccc4c(c3)OCO4)C2=O)c1 (configuration not stated)
→ 11, -5
> N#Cc1c(NC(=O)c2cc3ccccc3c(=O)o2)sc2c1CCCCCC2
→ -4, -13
> CC(=O)Nc1ccc(-c2noc(C3CCN(C(=O)COc4ccccc4)CC3)n2)cc1
→ 1, 9

(further entries)
Each structure is followed by: mHTT CaM bind, Pf apPOL inh
> CCCOc1ccc(C(=O)Nc2ccc(C)cc2[N+](=O)[O-])cc1
→ 5, -4
> O=C(NCCC1CCCCN1S(=O)(=O)c1cccs1)c1cnccn1 (configuration not stated)
→ 3, -3
> CC(=NCc1ccccc1)c1ccc(Cl)cc1O
→ x, -13
> O=C1C(=Cc2cc([N+](=O)[O-])cc(Br)c2O)C(=O)c2ccccc21
→ 5, -1
> O=C(NCCc1ccccc1)c1cc2nc(-c3ccco3)cc(C(F)(F)Cl)n2n1
→ -2, -3
> CCc1ccc(NC(=O)CSc2nnc(-c3cccc(NC(=O)c4ccccc4)c3)n2C)cc1
→ 2, -7
> CC(c1ccccc1)N1CCN(C(=O)c2nc3ccccc3s2)CC1 (configuration not stated)
→ 2, 2
> CCOc1ccc(-c2cn3ccn(-c4cccc(OC)c4)c(=O)c3n2)cc1
→ 0, -3
> O=C(CSc1nc2[nH]ncc2c(=O)n1-c1ccc(F)c(Cl)c1)N1CCCc2ccccc21
→ 23, -9
> CCOc1ccc(/C=C2\OC(=O)c3c2cc(C)[nH]c3=O)cc1O
→ 15, 3
> CC(C)Cn1c(=O)c(-c2ccc(C(=O)N3CCN(C)CC3)cc2)nc2ccccc21
→ 42, -7
> CCC1Oc2ccc(Cl)cc2N(C(C)C(=O)NCCCOC)C1=O (configuration not stated)
→ -4, -12
> COc1cccc(-c2[nH]ncc2CN2CCCC2c2cc(C)on2)c1 (configuration not stated)
→ 23, 1
> CCCC12CN3CC(C)(CN(C1)C3c1ccc(Br)cc1)C2=O (configuration not stated)
→ 0, 5
> COc1cccc(-c2cc(C3CCN(C(=O)Nc4ccc(F)cc4F)CC3)[nH]n2)c1
→ 18, 1
> Cc1ccc(C2CCCN2C(=O)c2c(F)cccc2F)cc1 (configuration not stated)
→ 6, -2
> O=C(C1CCCCC1)N1CCCCC1CCN1CCOCC1 (configuration not stated)
→ -1, -8

Only part of the results is shown. The share of hits here may be higher or lower than overall.
